FLuc counter: qHTS profiling assay for firefly luciferase inhibitor/activator using purifed enzyme and Km concentrations of substrates (counterscreen for miR-21 project); Luciferin 4-monooxygenase (Photinus pyralis), P08659; purified FLuc, Km substrates, luminescence inhibition; Potency, µM (top dose mostly 57.5 µM), for the others: at the highest dose activity change, negative = inhibition, most hits filed as inhibitors; hit rate 6.9% among 360,000; AID 588342, 2011;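 further: potency means the concentration at half of the fitted maximal effect; plate controls were vehicle for no effect and reference inhibitor for full effect; nearly all actives have a fitted effect of over 55% in size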
Target sequence (P08659 whole entry, looked up): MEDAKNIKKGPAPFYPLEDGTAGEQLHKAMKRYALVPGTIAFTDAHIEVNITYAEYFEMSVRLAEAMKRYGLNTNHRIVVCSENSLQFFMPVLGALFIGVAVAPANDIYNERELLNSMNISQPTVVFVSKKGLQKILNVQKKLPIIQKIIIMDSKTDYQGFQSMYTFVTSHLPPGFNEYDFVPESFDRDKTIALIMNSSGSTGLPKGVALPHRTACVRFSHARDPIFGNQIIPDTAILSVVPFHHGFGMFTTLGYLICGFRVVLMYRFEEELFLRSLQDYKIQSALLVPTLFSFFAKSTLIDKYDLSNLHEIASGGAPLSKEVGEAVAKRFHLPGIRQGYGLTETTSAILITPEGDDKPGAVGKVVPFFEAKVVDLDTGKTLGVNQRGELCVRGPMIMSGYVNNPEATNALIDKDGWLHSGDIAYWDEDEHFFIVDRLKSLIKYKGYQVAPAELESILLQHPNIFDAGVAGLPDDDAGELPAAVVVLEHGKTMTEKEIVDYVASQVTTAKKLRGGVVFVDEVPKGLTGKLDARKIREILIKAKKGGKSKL
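Purified P. pyralis luciferase (10nM final) with 10uM D-luciferin and 10uM ATP (Km levels) in 50mM Tris acetate pH 7.5, 10mM Mg acetate, 0.01% Tween-20, 0.05% BSA; qHTS 6-point titration, ~60 µM downward; luminescence read.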
Rab9 prom act: qHTS Assay for Rab9 Promoter Activators | Huh7 Rab9 promoter-luciferase reporter, luminescence, 24 h | Potency, µM (doses to about 9.22 µM), for inactives: at the highest dose activation, negative = inhibition, actives largely listed as activators | hit rate 2.8% among 320,000; further: potency means the concentration at half of the fitted maximal effect; % of control where 0% means no effect; nearly all actives have a fitted effect of over 60% in size
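Cells were plated at 1500 per well in reduced-serum medium with 10% FBS and left 2 h. Compound in DMSO was then added for 24 h at 37 °C. Reporter signal was read by luminescence after 10 min with luciferase detection reagent.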
KCNH2 3.1 block: qHTS for Inhibitors of KCHN2 3.1: Mutant qHTS; U2OS KCNH2 3.1, thallium flux FluxOr; active compounds read low; Potassium voltage-gated channel subfamily H member 2, brain isoform KCNH2 3.1 (human); hit rate 0.95% among 340,000; activity change, % (tested at about 1.8 µM);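 active means maximum activity change below -70%; inconclusive means maximum activity change from -70% to -50%; inactive means maximum activity change above -50%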;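 further: thallium influx rate constant from kinetic fluorescence after stimulation buffer; on the % scale 0 is the no-effect control and ±100 the full control effect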
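Kinetic fluorescence (2 min after stimulation buffer) measures Tl+ influx through KCNH2 3.1 expressed by viral transduction in U2OS cells; the rate constant is normalized against DMSO controls serving as positive and negative references.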
Tb PFK block: qHTS Assay to Find Inhibitors of T. brucei phosphofructokinase; hit rate 0.17% among 330,000; T. brucei PFK, ADP-Glo luminescence; Potency, µM (highest dose often 57.5 µM), without a hit: top-dose activity, negative = inhibition, hits mostly inhibitors;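 further: potency means the concentration at half of the fitted maximal effect; 0% = uninhibited 1x PFK enzyme wells and -100% = no-enzyme wells; nearly all actives have a fitted effect of over 60% in size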
Target sequence (O15648 whole entry, looked up): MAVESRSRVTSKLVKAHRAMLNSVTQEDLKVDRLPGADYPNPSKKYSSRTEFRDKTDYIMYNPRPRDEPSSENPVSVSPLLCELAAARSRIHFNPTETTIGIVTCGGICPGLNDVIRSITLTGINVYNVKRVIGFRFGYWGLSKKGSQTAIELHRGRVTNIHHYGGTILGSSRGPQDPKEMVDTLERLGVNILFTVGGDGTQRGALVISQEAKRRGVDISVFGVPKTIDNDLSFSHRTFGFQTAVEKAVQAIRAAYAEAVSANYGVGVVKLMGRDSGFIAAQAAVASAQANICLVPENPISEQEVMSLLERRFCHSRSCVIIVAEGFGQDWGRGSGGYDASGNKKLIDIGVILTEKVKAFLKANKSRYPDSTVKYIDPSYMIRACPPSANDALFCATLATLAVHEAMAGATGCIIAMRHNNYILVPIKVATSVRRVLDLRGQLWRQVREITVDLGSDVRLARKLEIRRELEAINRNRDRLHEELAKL
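ADP-Glo luminescence quantified ADP after 45 min at room temperature, with 1.25 nM T. brucei PFK, 0.1 mM ATP and 0.5 mM fructose-6-phosphate in pH 8.0 TEA buffer. qHTS titrations up to 57 µM; curves classified by quality.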
ELG1 genotox: qHTS screen for small molecules that induce genotoxicity in human embryonic kidney (HEK293T) cells expressing luciferase-tagged ELG1; HEK293T ELG1-luciferase reporter, luminescence, 16 h; Potency, µM (highest dose often 46 µM), without a hit: top-dose activity change, positive = activation, actives largely listed as activators; hit rate 1.3% among 330,000; further: potency means the concentration at half of the fitted maximal effect; % of control where 0% means no effect; nearly all actives have a fitted effect of over 60% in size
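DMSO vehicle served as control against compound-treated ELG1-luciferase HEK293T cells; exposure lasted 16 hr at 37 °C and 5% CO2, followed by ONE-Glo luminescence detection after 30 min.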
Giardia killer: Small Molecules that selectively kill Giardia lamblia: qHTS; Giardia lamblia trophozoite viability; activity change, % at 7.66 µM, hits read low; hit rate 0.15% among 340,000; AID 540267, 2011; in the data active means activity change below about -80%; inconclusive means between about -30% and that limit;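 further: parasites exposed to compound for two days anaerobically before the ATP read; on the % scale 0 is the no-effect control and ±100 the full control effect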
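Compounds were tested on trophozoites seeded at 100 cells/well and held 48 hrs at 37 deg C anaerobically. An ATP-based luminescent kit measured the remaining live cells.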
NPC1 promoter act: qHTS Assay for NPC1 Promoter Activators. Potency, µM (series often up to 9.22 µM), inactives show at the top dose activation, hits mostly activators. Huh7 NPC1 promoter luciferase reporter, 24 h. hit rate 2.4% among 320,000;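 further: potency means the concentration at half of the fitted maximal effect; % of control where 0% means no effect; nearly all actives have a fitted effect of over 60% in size; reporter is driven by a mutant NPC1 promoter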
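Cells: Huh7 expressing luciferase under the NPC1 promoter, 1500/well. Seeded 2 h, compound added, incubated 24 h at 37 °C. Luciferase reagent, 10 min ambient, then luminescence.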
VP16 counter: VP16 counterscreen qHTS for inhibitors of ROR gamma transcriptional activity; Potency, µM (titrated, usually from 53.6 µM), inactives show at the highest dose activity, negative = inhibition, actives largely listed as inhibitors; Drosophila S2 Gal4-VP16 UAS-luciferase, luminescence, 20 h; AID 2546, 2010; hit rate 3.5% among 310,000;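 further: Gal4-VP16 expression switched on by copper sulfate through the metallothionein promoter; potency means the concentration at half of the fitted maximal effect; on the % scale 0 is the no-effect control and ±100 the full control effect; nearly all actives have a fitted effect of over 50% in size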
uPA surface inh: qHTS for Inhibitors of Cell Surface uPA Generation; Potency, µM (series often up to 38.3 µM), inactives show at the highest dose activity change, negative = inhibition, hits mostly inhibitors; hit rate 0.31% among 330,000; AID 540303, 2011; cell surface uPA generation assay, qHTS; active means well fitted inhibition curve with a large enough effect; inconclusive means small, poorly fitted or top-dose-only effect; inactive means no such curve, though single readings can be large or run the other way; tested in mouse RAW 264.7 cells; further: potency means the concentration at half of the fitted maximal effect; on the % scale 0 is the no-effect control and ±100 the full control effect; nearly all actives have a fitted effect of over 55% in size
RORg inh: qHTS for inhibitors of ROR gamma transcriptional activity; Potency, µM (titrated, usually from 53.6 µM), inactives show at the top dose activity change, negative = inhibition, actives largely listed as inhibitors; Drosophila S2 Gal4-RORgamma UAS-luciferase reporter, 20 h; hit rate 5.4% among 310,000; further: potency means the concentration at half of the fitted maximal effect; on the % scale 0 is the no-effect control and ±100 the full control effect; nearly all actives have a fitted effect of over 60% in size
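Read-out: Photinus luciferase luminescence; inhibitors lower reporter signal. Insect Schneider cells with Gal4-ROR gamma fusion under metallothionein promoter, UAS reporter; 700 uM final copper sulfate induction, 20 hr, ambient temperature.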
FBPA coupling cs: qHTS Assay for Inhibitors of Fructose-1,6-bisphosphate Aldolase from Giardia Lamblia: Coupling assay counterscreen; coupling enzyme system counterscreen, AmpLite Red fluorescence; AID 2472, 2010; hit rate 0.67% among 290,000; activity change, negative = inhibition, % at 58.2 µM, hits read low; in the data active means activity change below about -30%; further: on the % scale 0 is the no-effect control and ±100 the full control effect
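First, compound is pin-transferred into glyceraldehyde-3-phosphate coupling-enzyme reagent at 57.5 uM final and held 10 min at RT. Next, substrate, coupling system and AmpLite Red are added. After 20 min RT, fluorescence (525/598 nm) is read.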
Numbers without * were called inactive; ? = inconclusive; . = not tested or not shown; [ ] = remark or other dose. Unless noted, the call rests on the fitted dose curve; in most records, active means well fitted curve in the direction sought with a large enough effect; inconclusive means small, poorly fitted or top-dose-only effect, or another doubt; inactive means no such curve, though single readings can be large; an effect the other way counts as inactive or inconclusive.

SMILES	FBPA coupling cs	ELG1 genotox	FLuc counter	uPA surface inh	RORg inh	Rab9 prom act	VP16 counter	KCNH2 3.1 block	Giardia killer	Tb PFK block	NPC1 promoter act
CC(Oc1ccc(Br)cc1)C(=O)Nc1nnc(C2CC2)s1 (centres undefined)	.	0%	5%	5%	.	3%	.	10	-1	-8%	3%
c1csc(-c2csc3ncnc(NCCCN4CCOCC4)c23)c1	0	-23%	4%	.	40%[0.365 µM]	-21%	.	-11	-4	-16%	-10%
CC(C)CC(=O)NC(=S)Nc1ccccn1	3	9%	-13%	2%	-121%	5%	20µM*	3	-2	-5%	8%
Oc1ccc(Cl)cc1CNc1cnc2ccccc2c1	-3	4%	-13%	-6%	?	4%	-10%	31	-7	-8%	-4%
O=C1[C@@H]2Cc3c([nH]c4ccccc34)CN2C(=O)CN1CCCO	0	2%	-1%	-8%	18%	0%	0%	-5	5	2%	1%
O=C(CN(C(=O)CCC(=O)Nc1nccs1)c1ccc2c(c1)OCCO2)NCc1ccco1	1	0%	0%	-6%	31%	11%	-1%	-8	-1	-1%	-4%
Cc1cc(C)c(S(=O)(=O)NCCCn2ccnc2)cc1C	5	-3%	-2%	2%	24%	2%	-13%	-36	-15	-2%	-2%
O=C(NCc1nnc(SCC(=O)N2CCCc3ccccc32)o1)c1ccco1	0	-2%	3%	14%	9%	-4%	1%	5	5	-13%	-2%
Cc1ccnc(NC(=O)c2ccc(S(=O)(=O)N3CCCCCC3)cc2)c1	.	11%	8.5µM*	-14%	.	27%	.	-6	7	0%	16%
Cc1csc(NC(=O)CSc2nc3ccccc3s2)n1	1	0%	?	2%	-29%	-4%	-13%	-10	-16	-1%	-5%
Cc1cccc(NC(=O)CCS(=O)(=O)c2ccccc2)n1	0	5%	-8%	-1%	32%	16%	22%	5	18	-3%	15%
CSc1ccccc1C(=O)NC(C)c1ccc(-n2ccnc2)cc1 (centres undefined)	.	5%	0%	1%	-7%	14%	-3%	-1	-22	5%	2%
O=C(CSc1nccc(=O)[nH]1)N1CCOCC1	0	0%	0%	2%	0%	-1%	-2%	-19	-8	2%	-2%
COCCNC(=S)Nc1ccc2nc(N3CCCC3)cc(C)c2c1	-3	0%	3%	-2%	?	-6%	2%	-29	-2	-2%	-1%
O=S(=O)(Nc1ccc2c(c1)OCO2)c1cccc(Br)c1	.	0%	.	1%	.	5%	.	-7	-21	-16%	-6%
CCCC(C(=O)NC(C)(C)CC)N(Cc1ccco1)C(=O)CNS(=O)(=O)c1ccccc1 (centres undefined)	1	5%	0%	2%	14%	8%	18%	-13	-13	-1%	-5%
O=C(COc1ccccc1)Nc1nnc(C23CC4CC(CC(C4)C2)C3)s1	1	3%	-2%	2%	-41%	?	-6%	22	-24	-1%	?
COc1ccccc1N1CCN(/N=C/c2ccccc2C(=O)O)CC1	6	-7%	19µM*	-4%	11%	2%	-2%	-5	-2	0%	-2%
COc1ccc(NC(=S)Nc2ccccn2)c(OC)c1	0	?	?	-10%	1.3µM*	?	-3%[0.365 µM]	10	-7	-2%	?
COC(CNC(=O)CN1CCN(Cc2ccccc2F)C1=O)OC	1	-3%	-2%	-4%	0%	-4%	-8%	6	2	-8%	-4%
O=C(CN1C(=O)C2CC=CCC2C1=O)NCC(=O)Nc1ccc(F)c(F)c1 (centres undefined)	.	-1%	0%	21%	.	3%	.	3	1	5%	-2%
CCN(Cc1nc(-c2cccc(Cl)c2)no1)CC1CCCO1 (centres undefined)	0	6%	?	-1%	-2%	20%	9%	3	14	-3%	6%
Cc1cccc(NC(=O)CSc2ccc(-c3cccs3)nn2)c1C	2	13%	?	-2%	1%	12%	-9%	-6	3	0%	10%
COc1ccccc1CNC(=O)COC(=O)CSc1ccc(C)c(C)c1	.	2%	1%	4%	.	3%	.	-5	-1	-3%	-1%
Cc1nc(NCCc2ccccc2F)c(C#N)c(C)c1[N+](=O)[O-]	0	-3%	-1%	14%	-14%	-5%	13%	-7	2	0%	-2%
CN(CC(=O)Nc1ccc(Cl)cc1)C(=O)CNC(=O)c1ccc2c(c1)OCO2	.	?	-18%	-26%	.	0%	.	1	-5	-4%	9%
O=C(O)c1ccccc1Nc1ccc2nonc2c1[N+](=O)[O-]	0	0%	0%	-1%	0%	-3%	1%	1	2	3%	-2%
Cc1cc(NC(=O)CSc2nc3c(cnn3-c3cccc(Cl)c3)c(=O)[nH]2)no1	.	-2%	.	-1%	.	.	.	-11	0	0%	.
CC(C)(C)c1csc(NC(=O)c2ccc(Br)o2)n1	.	-6%	27µM*	-17%	?	?	7%	-9	20	-9%	?
CC(O)(C#CCN1CCCC1)c1ccccc1 (centres undefined)	-1	-2%	-2%	-2%	10%	1%	-1%	1	-7	-2%	-2%
Brc1ccc(-c2csc3ncnc(-n4nnc5ccccc54)c23)cc1	0	1%	-2%	8%	2%	-2%	-11%	-40	-10	3%	1%
Cc1cc(C)cc(N(CC(=O)NC(C)(C)C)C(=O)CCC(=O)Nc2nccs2)c1	-2	-4%	-1%	12%	4%	-4%	-1%	-5	-7	1%	2%
COC(=O)C(C(=O)Nc1ccccc1C)C1CCCCCC1 (centres undefined)	3	-1%	-2%	-1%	-16%	0%	-3%	21	6	-1%	-3%
COc1ccc(NC(=O)CCCCn2c(=O)[nH]c3ccccc3c2=O)cc1	-2	-1%	1%	-3%	13%	4%	5%	8	-20	2%	-2%
COC(=O)c1ccccc1NC(=O)CSc1n[nH]c(-c2ccco2)n1	1	0%	1%	0%	3%	2%	-21%	11	-8	-3%	-4%
C=C(c1ccccc1O)n1ccnc1	-1	-1%	0%	8%	?	-3%	11%	2	-5	-6%	-1%
Cc1cc(C)c(-c2csc(NC(=O)/C=C/c3cccs3)n2)c(C)c1	-2	6%	-12%	7%	-29%	-27%	-30%	-78*	-2	2%	-21%
COCCNC(=O)CSc1nnc(-c2ccccc2)c(-c2ccccc2)n1	3	-2%	1%	3%	-3%	9%	13%	32	9	5%	-4%
COC(=O)c1c(NC(=O)CCS(=O)(=O)c2ccccc2)sc2c1CCN(C)C2	2	8%	1%	?	-25%	13%	2%	8	24	2%	-6%
O=C(COC(=O)c1nc(Cl)ccc1Cl)Nc1ccc2[nH]c(=O)[nH]c2c1	.	-7%	1%	3%	.	0%	.	-15	-21	?	-1%
CN(C)C(CNC(=O)c1ccc(S(=O)(=O)Nc2ccccc2)cc1)c1ccco1 (centres undefined)	.	-7%	6%	-1%	.	2%	.	8	-12	-1%	-2%
NC(=O)[C@@H]1CCCN1Cc1nc(Cc2ccccc2F)no1	4	-1%	-1%	-20%	-3%	-2%	0%	4	-5	0%	-3%
COc1ccc(NC(=O)CCC(=O)N2CCCC2)c([N+](=O)[O-])c1	1	6%	-1%	7%	1%	10%	-6%	-29	22	2%	-4%
CCCCn1c2nc3ccccc3nc2c2c(=O)n(-c3ccccc3)cnc21	2	-1%	-16%	4%	16%	-3%	0%	-8	-8	5%	-1%
COc1cc(C(NC=O)C(=O)Nc2c(C)cccc2C)ccc1O (centres undefined)	3	1%	0%	8%	9%	15%	2%	7	-8	1%	-4%
CCCCNC(=O)[C@H]1C[C@H]1[C@@H](O)[C@H](CO)NC(=O)[C@H](COCc1ccccc1)NC(=O)OC(C)(C)C	-1	-5%	-2%	8%	?	0%	0%	32	5	2%	3%
COc1cc(-c2noc(C)c2C#Cc2ccsc2)cc(OC)c1OC	-5	12%	-7%	2µM*	-2%	-20%	-7%	-5	?	-1%	-12%
